AmpC inh detg = blocks E. coli AmpC beta-lactamase in detergent assay | AmpC hydrolysis of nitrocefin, absorbance 480 nm, 0.01% Triton | Potency, µM (titrated, usually from 114 µM), for the others: at the top dose activity change, negative = inhibition, hits mostly inhibitors | actives 0.041% (n = 370,000) | AID 485294;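 further: potency means the concentration at half of the fitted maximal effect; 0% = no-compound wells and -100% = no-enzyme wells; nearly all actives have a fitted effect of over 25% in size; some results filed as inactive show a strong effect at the top dose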
Target sequence (P00811 whole entry, looked up): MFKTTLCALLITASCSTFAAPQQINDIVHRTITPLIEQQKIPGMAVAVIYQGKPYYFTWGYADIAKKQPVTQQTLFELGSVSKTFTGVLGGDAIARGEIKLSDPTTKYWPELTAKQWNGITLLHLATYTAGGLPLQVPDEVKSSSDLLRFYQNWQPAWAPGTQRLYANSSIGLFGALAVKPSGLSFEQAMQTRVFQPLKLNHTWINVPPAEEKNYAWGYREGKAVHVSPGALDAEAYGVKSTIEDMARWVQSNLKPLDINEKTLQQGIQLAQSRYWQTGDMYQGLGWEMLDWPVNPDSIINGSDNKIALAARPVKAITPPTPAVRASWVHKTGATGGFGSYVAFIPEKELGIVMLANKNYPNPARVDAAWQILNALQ
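20 mM phosphate pH 7.0 + 0.01% (detergent screen) or 0.0001% Triton X-100; 5.3 nM AmpC reagent; cpd preinc 15 min RT; nitrocefin (800 uM stock) to start; A480 q20 s × 4 min; Activity was normalised to no-enzyme and no-compound control wells.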
HCMV antiviral = blocks human cytomegalovirus replication; HFF cells, HCMV-luciferase reporter, 72 h; hits give low values; activity change, negative = inhibition, % at 57.5 µM; actives 4.5% (n = 410,000); in the data active means activity change below about -60%; inconclusive means no clear call, values can overlap the other calls; inactive means above about -39%
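Cell-based, HFFs, 1000 cells/well, 16 h 37C; cpds in DMSO + HCMV-luc, MOI 1 PFU/cell; 72 h 37C; OneGlo luminescence after 5 min RT; norm. to buffer vs Salinomycin 10uM.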
AmpC no deterg = inhibitors of E. coli AmpC beta-lactamase without detergent | P00811 | AmpC nitrocefin hydrolysis, absorbance 480 nm, 0.0001% Triton | Potency, µM (titrated, usually from 57.1 µM), for inactives: at the highest dose activity change, negative = inhibition, actives largely listed as inhibitors | actives 0.52% (n = 330,000) | AID 485341;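 further: potency means the concentration at half of the fitted maximal effect; plate controls were no compound for no effect and no enzyme for full effect; nearly all actives have a fitted effect of over 20% in size; some results filed as inactive show a strong effect at the top dose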
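AmpC (5.3 nM in the dispensed reagent) in 20 mM phosphate pH 7.0 with 0.01% (detergent screen) or 0.0001% Triton X-100 was preincubated with compounds for 15 min at room temperature. Nitrocefin was then added from an 800 uM solution, and hydrolysis was followed at 480 nm.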
AMA1 RON2 block = inhibitors of Plasmodium falciparum AMA1-RON2 interaction; Potency, µM (doses to about 58.2 µM), inactives show top-dose activity change, negative = inhibition, most hits filed as inhibitors; actives 0.2% (n = 360,000); AlphaScreen AMA1-biotinylated RON2 peptide binding;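 further: potency means the concentration at half of the fitted maximal effect; 0% = vehicle wells and -100% = peptide control; nearly all actives have a fitted effect of over 45% in size; some results filed as inactive show a strong effect at the top dose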
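AMA1 (3D7) with his tag at 25 nM final met compounds first, then biotinylated RON2 peptide at 25 nM; detection used donor plus acceptor beads, 10 µg/mL apiece, read by AlphaScreen after 30 min at room temperature.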
FBPA Giardia inh = inhibitors of Giardia lamblia fructose-1,6-bisphosphate aldolase. A8B2U2. purified Giardia FBPA. actives 0.71% (n = 290,000). Potency, µM (series often up to 59.6 µM), inactives show at the top dose activity, negative = inhibition, hits mostly inhibitors. AID 2451; further: potency means the concentration at half of the fitted maximal effect; nearly all actives have a fitted effect of over 55% in size
Target sequence (A8B2U2 whole entry, looked up): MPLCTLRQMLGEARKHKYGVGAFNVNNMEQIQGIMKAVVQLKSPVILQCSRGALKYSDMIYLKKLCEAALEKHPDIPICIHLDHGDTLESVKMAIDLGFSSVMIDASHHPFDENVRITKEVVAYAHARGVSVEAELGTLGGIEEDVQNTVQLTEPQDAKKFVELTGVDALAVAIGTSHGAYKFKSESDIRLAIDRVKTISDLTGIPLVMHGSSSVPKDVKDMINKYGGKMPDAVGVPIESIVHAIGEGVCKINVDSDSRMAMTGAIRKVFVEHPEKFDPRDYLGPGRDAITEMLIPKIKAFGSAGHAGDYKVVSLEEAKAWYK
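Giardia FBPA (40 nM reagent) was preincubated 10 min at RT with compound (up to 57.5 uM final), then substrate plus GAPDH/TPI/NAD/arsenate coupling system with diaphorase/resazurin was added; resorufin fluorescence (525/598 nm) was read after 20 min.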
Sm TGR block = S. mansoni TGR enzyme inhibition. Q962Y6. actives 3% (n = 360,000). Potency, µM (top dose mostly 114 µM), inactives show at the highest dose activity change, negative = inhibition, usual class: inhibitors. purified TGR, DTNB reduction, TNB absorbance 405 nm; further: potency means the concentration at half of the fitted maximal effect; nearly all actives have a fitted effect of over 60% in size
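TGR 20 nM + NADPH 100 uM (dispensed conc.), cpd preinc 15 min RT; start with NADPH (500 uM addition) then DTNB (15 mM addition). Kinetic TNB absorbance, 405 nm filter. Four-parameter Hill fit across titration.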
* marks the source's active call; other numbers are inactive results; ? = inconclusive; . = not tested or not shown; & = joins results of further samples; [ ] = another dose, or the depositor's remark. Unless noted, the call rests on the fitted dose curve; in most records, active means well fitted curve in the direction sought with a large enough effect; inconclusive means small, poorly fitted or top-dose-only effect, or another doubt; inactive means no such curve, though single readings can be large; an effect the other way counts as inactive or inconclusive. Unless noted, on the % scale 0 is the no-effect control and ±100 the full control effect.

The line under a structure holds: AMA1 RON2 block | HCMV antiviral | AmpC inh detg | Sm TGR block | AmpC no deterg | FBPA Giardia inh
COC(=O)c1sccc1-c1ccc(C(=O)Nc2ccccc2)o1
  -10% | -9 | 0% | 0% | -33% | -4%
Cc1cccc(C)c1NC(=O)COC(=O)c1ccc([N+](=O)[O-])o1
  -9% | -2 | 2% | 3% | -17% | -25%
Cc1ccc([C@H]2Nc3ccc(S(=O)(=O)Nc4cccc(Cl)c4C)cc3[C@H]3C=CC[C@H]32)cc1
  . | ? | -10% | -2% | . | .
CN1CCC(OC(=O)c2cccc(Br)c2)CC1
  11% | 46 | -1% | 0% | -10% | -5%
CCOc1c(CNc2nnnn2C)cccc1OC
  0% | -32 | 0% | -4% | -24% | 5%
CN(C)c1ccc(C(CNS(=O)(=O)c2ccc3ccccc3c2)N2CCOCC2)cc1 (stereo unspecified)
  ? | -15 | ? | -24% | 15% | .
COC(=O)c1ccccc1NC(=O)c1cc2c(-c3ccc(OC)c(OC)c3)nn(C)c2s1
  . | 9 | 1% | 8% | . | .
O=C(N/N=C/c1c(O)n(-c2ccccc2Cl)c(=O)c2ccccc12)C1COc2ccccc2O1 (stereo unspecified)
  84%[activator] | . | -3% | ? | -27% | ?
COc1ccc(N2CCN(C(=O)Cc3ccc(-n4c(=O)[nH]c5ccccc5c4=O)cc3)CC2)cc1
  -8% | 19 | 0% | -25% | 20% | -13%
CCCCC(CC)CNC(=O)C(=O)C1C(=O)Nc2ccccc21 (stereo unspecified)
  44%[activator] | 10 | -1% | 1% | -10% | 16%
O=C(c1cnccn1)N(Cc1ccco1)C1(C(=O)NC2CCCC2)CCCCC1
  -4% | 2 | -6% | 4% | 19% | 4%
Fc1ccc(-c2csc3ncnc(N4CCN(c5ccccc5)CC4)c23)cc1
  -8% | -62* | -9% | -3% | -11% | 3%
CCN(CC)S(=O)(=O)c1cccc(NC(=O)c2ccc(-n3nc(C)cc3C)cc2)c1
  10% | -83* | -10% | 3% | 7% | 4%
CCn1nnc(NC(=O)COc2ccc([N+](=O)[O-])cc2)n1
  5% | -27 | 2% | -4% | -21% | 1%
O=C(NCCCn1ccnc1)/C(=C/c1ccccc1)NC(=O)c1ccccc1
  -3% | ? | -3% | -5%[57.1 µM] | 33% | 10%
COc1ccc(Cl)cc1S(=O)(=O)n1ccnc1
  -2% | -10 | ? | 2% | -5% | 1%
CCc1ccc(S(=O)(=O)Nc2nccs2)cc1
  0% | 2 | 6% | 0% | -17% | ?
Cc1cccnc1CN1CCN(C(=O)c2cc(COc3ccc4ncccc4c3)on2)CC1
  31%[activator] | -83* | 7% | -2% | 106%[activator] | 0%
CCOc1ccc(NC(=O)CSc2nnc(Cc3ccccc3)c(=O)n2N)cc1
  36%[activator] | -19 | 0% | 2% | -16% | .
O=C(Cc1c[nH]c2ccccc12)N[C@@H](Cc1c[nH]c2ccccc12)C(=O)O
  -4% | 21 | -1% | 4% | -2% | 17%
CCOC(=O)c1ccc(-n2c(CCC(=O)O)ccc2-c2cccs2)cc1
  -5% | -4 | 1% | 5.6µM* | -34% | ?
CCOc1ccnc2c1c(=O)n(Cc1cc(OC)cc(OC)c1)c(=O)n2C
  7% | -23 | -5% | 8% | 143%[activator] | 5%
Cc1ccc(S(=O)(=O)CCC(=O)Nc2nc(-c3ccncc3)cs2)cc1
  -11% | -10 | -15% | ? | -43% | 7%
Cc1cccc(NC(=S)NCC(c2cccnc2)N(C)C)c1 (stereo unspecified)
  13%[2.32 µM] | -71* | -4% | -1% | -7% | 1%
Cc1nc(S/C(=C/c2ccc(-c3ccc(C(=O)O)cc3)o2)C(=O)O)n[nH]1
  ? | -22 | 5% | -30% | -23% | ?
COc1ccc(Cn2c(-c3ccc(C)cc3)nc3c(c(=O)c4ccccc4n3C)c2=O)cc1
  -6% | 55 | -3% | -9% | -7% | 6%
CCOC(=O)N(C)c1ccc(C(O)(C(=O)OC)C(F)(F)F)cc1 (stereo unspecified)
  7% | 6 | -3% | -4% | -1% | -1%
O=C(COC(=O)/C=C/c1ccccc1)NCc1ccccc1Cl
  -3% | 1 | ? | 0% | -24%[11.4 µM] | 0%
COc1ccc2oc(=O)c(C(=O)NCc3ccc4c(c3)OCO4)cc2c1
  6% | -14 | 6% | 0% | -18% | -12%
Cn1c(NCc2ccco2)nc2c1c(=O)n(Cc1ccc(Cl)cc1)c(=O)n2C
  29% | -27 | ? | ? | -1% | -8%
COc1nc(-c2ccccc2)ccc1-c1noc(-c2cccnc2)n1
  5% | -104* | 6% | 18% | 10% | 28%
Cc1c(Cl)c(C(F)(F)F)nn1CC(=O)NCc1ccccc1
  13% | -8 | 0% | 0% | -10% | 3%
Cn1ncc2c(Nc3cccc([N+](=O)[O-])c3)ncnc21
  -3% | 0 | -8% | 1% | -22% | -7%
CC(C)c1nc2c(s1)CCc1onc(-c3ccc(Cl)cc3)c1-2
  -8% | -12 | -9% | 1% | -6% | .
COc1ccc(CCNC(=O)c2cccc(S(=O)(=O)N3CCCC3)c2)cc1
  -14% | -20 | 0% | -4% | -5% | .
NN(CCO)C(=S)Nc1ccc(Cl)cc1
  81%[activator] | 73 | 1% | 1% | -19% | -13%
COc1ccc(S(=O)(=O)NCc2ccc(F)cc2)cc1OC
  -2% | -35 | -5% | 2% | -2%[2.29 µM] | 4%
CCOC(=O)c1c(NC(=O)COC(=O)c2c(C)noc2C)sc2c1CCC2
  1% | -23 | -4% | -10% | -21% | 1%
COc1ccc(N=C2NN=C(c3c(C)[nH]c4ccccc34)CS2)cc1
  ? | ? | ? | 0% | 3% | -19%
CCOC(=O)c1c(C)[nH]c(C(=O)CN2C(=O)NC3(CCCC3)C2=O)c1C
  -6% | 25 | -1% | 4% | -3% | 5%
Cc1ccc(S(=O)(=O)c2ccc(Cl)cc2)cc1S(=O)(=O)NC(C(=O)O)C(C)C (stereo unspecified)
  -8%[2.32 µM] | -32 | -20% | 1% | -14% | 0%
Cc1nnc(N2C(=O)C(O)=C(C(=O)c3ccco3)C2c2cccc3ccccc23)s1 (stereo unspecified)
  8% | -9 | 8% | ? | -21% | -20%
O=C(CSc1nc2ccccc2c(=O)n1-c1ccccc1)NC(=O)CN1CCCC1=O
  -9% | 59 | ? | 14% | -6%[11.4 µM] | 0%
O=C(O)c1ccccc1SSc1ccccc1C(=O)O
  1% | -26 | -5% | -2% | -13% | -5%
O=C(CCC1CCCC1)NNC(=O)c1cccc(Cl)c1
  98%[activator] | -6 | -5% | -1% | -29% | .
CCCCN(CCCC)Cc1ccc(C(=O)NNC(=O)Nc2ccccc2)o1
  75%[activator] | ? | 0% | -2% | -9% | 4%
Cc1ccc(OCC(=O)Nc2ccc3nn(-c4ccc(C)cc4)nc3c2)cc1
  . | 96 | 0% | 0% | . | .
O=C(c1ccco1)N1CCN(C(=S)Nc2ccc(F)c(Cl)c2)CC1
  14% | ? | 4% | 1% | -22% | .
COC(=O)c1cc(NC(=O)CC2SCCNC2=O)cc(C(=O)OC)c1 (stereo unspecified)
  -6% | 8 | 2% | -18% | . | 2%
Cc1ccc(NC(=O)C2C3CCC(O3)C2C(=O)O)c(Br)c1 (stereo unspecified)
  -7% | 30 | 0% | 0% | -7% | -3%
COc1cccc(-c2cc(C(=O)N3CCN(c4ccc(F)cc4)CC3)no2)c1
  11% | -27&-1 | -5%&18% | -9%&6% | -13% | -3%
COc1c(C)cc(S(=O)(=O)N2CCCC2)c(C)c1C
  4% | -6 | 4% | 1% | 5% | -1%
Cn1cc([N+](=O)[O-])c(C(=O)Nc2sc3c(c2C#N)CCC3)n1
  -5% | -101* | 0% | -21% | -19% | .
O=C(NCC1CC1)c1onc(CSc2ccncc2)c1C(=O)NCC1CC1
  -4% | 8 | 0% | 4% | -13% | 1%
O=C(Oc1coc(CSc2ncccn2)cc1=O)c1ccc(Br)o1
  7% | 0 | 1% | -34% | -25% | 0%
CCCCNC(=O)C1CCN(S(=O)(=O)N2CCCCCC2)CC1
  -22% | 0 | -11% | -19% | -17% | 1%
COc1ccc(-c2c(C(C)=O)c(C)nc3sc4c(=N)n(N)cnc4c23)cc1
  8% | ? | -18% | -1% | -21% | 7%
O=C(c1cnn(C(=O)c2cccc(S(=O)(=O)N3CCOCC3)c2)c1)c1ccccc1O
  13% | 8 | -15% | -23% | -11% | 2%
Cc1ccc(CNC(C)(C)CO)cc1
  -1% | 12 | -1% | -2% | -14% | 4%
Cc1cc(SCC(=O)Nc2ccc3[nH]c(=O)[nH]c3c2)nc2ccccc12
  -9% | -27 | . | . | -5% | .

Three entries from above, ordered by molar mass, high to low:
The line under a structure holds: AMA1 RON2 block | HCMV antiviral | AmpC inh detg | Sm TGR block | AmpC no deterg | FBPA Giardia inh
O=C(c1ccco1)N1CCN(C(=S)Nc2ccc(F)c(Cl)c2)CC1
  14% | ? | 4% | 1% | -22% | .
COc1ccc(S(=O)(=O)NCc2ccc(F)cc2)cc1OC
  -2% | -35 | -5% | 2% | -2%[2.29 µM] | 4%
Cn1ncc2c(Nc3cccc([N+](=O)[O-])c3)ncnc21
  -3% | 0 | -8% | 1% | -22% | -7%

Next part:
The line under a structure holds: AMA1 RON2 block | HCMV antiviral | AmpC inh detg | Sm TGR block | AmpC no deterg | FBPA Giardia inh
Cn1c(NC(=O)c2ccc3c(c2)OCO3)cc(=O)n(C)c1=O
  0% | 15 | -7% | 0% | -19% | 4%
NC(=O)C1CCN(C2CC(=O)N(Cc3cccs3)C2=O)CC1 (stereo unspecified)
  2% | 29 | 0% | 35µM* | -17% | 12%
O=C(N/N=C/c1cccc2ccccc12)c1cccc(F)c1
  0% | ? | -7% | -18% | -58% | -7%
CCN1CCN(C(c2cccs2)C(C)NC(=O)C(C)C)CC1 (stereo unspecified)
  15% | 14 | -2% | -4% | -11% | 2%
Cc1cc(NC(=O)c2cc(C(C)C)on2)nn1Cc1ccc(Cl)cc1
  10% | -21 | 1% | -2% | -19% | 2%
Cc1ccc(Nc2sc(C(=O)c3ccc(F)cc3)c(N)c2S(=O)(=O)c2ccc(C)cc2)cc1
  . | -8 | 20% | 4% | . | .
CC(=O)Nc1ccc(NS(=O)(=O)c2ccc(-c3csc(C)n3)s2)cc1
  -6% | 13 | -5% | -3% | -32% | 7%
NC1=C([N+](=O)[O-])C(c2ccc3c(c2)OCO3)c2c(c3ccccc3oc2=O)O1 (stereo unspecified)
  0% | 15 | 3% | ? | -55% | 1%

Quoted from the listing.
Reading for Cc1cc(NC(=O)c2cc(C(C)C)on2)nn1Cc1ccc(Cl)cc1 under HCMV antiviral: -21
Reading for CCN1CCN(C(c2cccs2)C(C)NC(=O)C(C)C)CC1 (stereo unspecified) under Sm TGR block: -4%
Reading for Cc1ccc(Nc2sc(C(=O)c3ccc(F)cc3)c(N)c2S(=O)(=O)c2ccc(C)cc2)cc1 under HCMV antiviral: -8
Reading for CC(=O)Nc1ccc(NS(=O)(=O)c2ccc(-c3csc(C)n3)s2)cc1 under AMA1 RON2 block: -6%
